Screens as filed in PubChem.
OXTR potentiate: human OXTR potentiation. P30559. CHO-OTR cells, Fluo-8 calcium fluorescence, potentiator mode; 0% = oxytocin EC15, 100% = EC100. activation, % at 3 µM. 320,000 tested, 0.061% active;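 active means activation above that plate's cutoff, the mean activation of tested compounds plus 3 SD, cut at about 6.6% in these data, passing the limit was not always enough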;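 further: 100% uses oxytocin at 75 nM as the full agonist control; some results filed as inactive read as strong as hits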
Target sequence (P30559 whole entry, looked up): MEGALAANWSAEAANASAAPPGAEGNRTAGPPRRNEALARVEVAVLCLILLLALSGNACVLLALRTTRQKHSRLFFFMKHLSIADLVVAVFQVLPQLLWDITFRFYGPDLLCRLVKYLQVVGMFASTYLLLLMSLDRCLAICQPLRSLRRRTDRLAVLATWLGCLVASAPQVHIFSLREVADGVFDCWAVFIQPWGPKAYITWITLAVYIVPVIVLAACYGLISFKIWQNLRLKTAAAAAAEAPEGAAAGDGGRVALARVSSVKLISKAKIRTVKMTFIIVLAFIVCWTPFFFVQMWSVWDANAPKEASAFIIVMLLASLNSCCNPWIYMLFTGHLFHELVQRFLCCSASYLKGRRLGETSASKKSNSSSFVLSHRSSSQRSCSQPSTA
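System: human OTR in CHO cells; Also added: sub-maximal oxytocin, roughly EC15; Timing: compound 6 min at room temperature before oxytocin, 100 s read; Technique: Fluo-8 intracellular calcium fluorescence, ex 470-495, em 515-575 nm; Controls: oxytocin EC15 low and EC100 high; Replication: singlicate.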
M1 PAM parental: counter-screen for M1 PAMs: effect in parental CHO-K1 cells. ATP EC20, Fluo-8 calcium fluorescence; 0% at ATP EC20, 100% at ATP max. activation, % at 3 µM. 360,000 tested, 0.02% active;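 active means activation above the run cutoff, the mean activation of all test compounds plus 3 SD, cut at about 40% in these data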;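 further: peak over basal fluorescence ratio in a 140 s read after ATP addition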
CHO-K1 Ca ag: nonselective activator or artifact in parental CHO-K1 cells; Fluo-8 calcium fluorescence; scaled to maximal ATP response, vehicle zero; activation, % at 3 µM; 360,000 tested, 0.48% active; in the data active means activation above about 15%;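 further: untransfected CHO-K1 host cells lacking M1 receptor as counterscreen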
M1 antag: human CHRM1 antagonism | AID 588852 | 360,000 tested, 1.3% active | inhibition, % at 3 µM | P11229 | CHO-K1 hM1, Fluo-8 calcium fluorescence, ACh EC80 antagonist;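 active means percent inhibition above its own plate's cutoff, namely the mean of that plate's compound wells plus 3 SD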;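 further: peak over basal fluorescence ratio during 140 s after agonist addition; 0% = ACh EC80 plus DMSO and 100% = DMSO alone without agonist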
TAAR1 ag: agonists of human TAAR1 | activation, % at 3 µM | Q96RJ0 | CHO RD-HGA16 TAAR1, Fluo-8 calcium fluorescence; vehicle wells 0%, saturating PEA agonist 100% | 360,000 tested, 0.99% active;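 active means activation above the mean activation of all test compounds in the run plus 3 SD, cut at about 38% in these data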
Target sequence (Q96RJ0 whole entry, looked up): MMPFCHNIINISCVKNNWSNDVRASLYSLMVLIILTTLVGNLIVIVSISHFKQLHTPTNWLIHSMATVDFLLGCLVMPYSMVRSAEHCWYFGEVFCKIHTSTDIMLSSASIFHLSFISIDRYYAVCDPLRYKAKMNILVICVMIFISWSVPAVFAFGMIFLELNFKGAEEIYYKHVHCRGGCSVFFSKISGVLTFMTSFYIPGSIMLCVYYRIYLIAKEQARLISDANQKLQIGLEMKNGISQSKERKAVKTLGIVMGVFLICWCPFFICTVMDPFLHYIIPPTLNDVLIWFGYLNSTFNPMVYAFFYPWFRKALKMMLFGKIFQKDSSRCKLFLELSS
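Benchmarks: low control DMSO, high control PEA (EC100); System: CHO RD-HGA16 cells carrying human TAAR1 plus Gα16; Detection: Fluo-8 fluorescence, 5 s baseline then 140 s kinetic read; Schedule: 17-24 h plating, Fluo-8 75 min 37 °C, 30 min RT; Read-out basis: % activation from peak over basal fluorescence ratio, DMSO-to-PEA scaled.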
M1 ag: human M1 muscarinic receptor agonism. P11229. CHO-K1 hM1, Fluo-8 calcium fluorescence, agonist mode; 0% DMSO, 100% acetylcholine EC100. activation, % at 3 µM. 360,000 tested, 0.33% active. AID 588814;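 active means activation above the run's mean compound activation plus 3 SD, cut at about 16% in these data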;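 further: peak over basal fluorescence ratio within a 140 s kinetic read after compound addition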
TAAR1 antag: human TAAR1 antagonism. CHO RD-HGA16 TAAR1, Fluo-8 calcium fluorescence, antagonist. inhibition, % at 3 µM. 360,000 tested, 1.5% active. Q96RJ0;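 active means inhibition above a per-plate cutoff, the mean inhibition of test compounds on that plate plus 3 SD, cut at about 49% in these data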;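 further: 0% = DMSO plus EC80 beta-PEA response and 100% = DMSO alone without agonist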
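Test system: hTAAR1-expressing CHO RD-HGA16 cells, Gα16-coupled; Probe or stimulus: EC80 β-phenethylamine stimulus; Compound dosing: single nominal final test compound concentration of 3 µM; Timing: 140 s kinetic read after compound, 140 s after agonist; Signal: Fluo-8 calcium-sensitive fluorescence; Measure: % inhibition of agonist calcium response; Controls: DMSO and EC80 PEA controls.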
CHO-K1 Ca antag: nonselective inhibitor or artifact in parental CHO-K1 cells | ATP-induced calcium, Fluo-8 fluorescence | 360,000 tested, 0.6% active | inhibition, % at 3 µM | AID 602250;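 active means inhibition above a per-plate cutoff, the plate's mean sample inhibition plus 3 SD, cut at about 24% in these data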;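 further: 0% = DMSO plus EC80 ATP and 100% = DMSO alone without ATP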
CHO parental Ca: signal in parental CHO cells, OX1R antagonist counter-screen | parental CHO-K1, ATP-induced calcium, Fluo-8 fluorescence | inhibition, % at 5.6 µM | 330,000 tested, 0.63% active;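 active means inhibition above that plate's mean sample inhibition plus 3 SD, cut at about 26% in these data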;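 further: 0% = ATP-challenged DMSO wells and 100% = DMSO wells without ATP; some compounds past the cut are filed as inactive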
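Material: Parental CHO cells | Reagent: ATP | Compound dosing: Single nominal dose of 5.6 µM per compound | Detection: Intracellular calcium via Fluo-8 no-wash fluorescent dye | Read-out: % inhibition of ATP-induced calcium mobilization | Benchmarks: Low control ATP plus DMSO, high control DMSO only | Replicates: Singlicate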
* hit, by the source's call; / = no result given. Hits appear at their usual frequency. About 4.2% of those tested had a hit in this group.

1: Cc1oc2c(c1C(=O)O)C(=O)c1ccccc1C2=O
2: CC(NC(=O)c1ccc(-c2cc(C(F)(F)F)ccc2Cl)o1)c1ccccc1 (configuration not stated)
3: O=C(O)C(O)Cc1c[nH]c2ccccc12 (configuration not stated)
4: O=S(=O)(NCc1csc(-c2cccnc2)n1)c1ccc(F)cc1
5: CC(C)CCNC(=O)c1ccccc1NC(=O)C1=CSCCO1
6: O=C(O)CSc1nc(-c2ccccc2)nc2c1oc1ccccc12
7: O=C(COC(=O)c1cnccn1)c1ccc2c(c1)CCCC2
8: Cn1c(N)c(C(=O)CSc2nnnn2-c2ccccc2)c(=O)n(C)c1=O
9: O=C(CSc1ccc(-c2cccs2)nn1)N1CCCCC1
10: Cc1cccc(NC(=O)NC2CCCCCCC2)c1C

assay / entry	1	2	3	4	5	6	7	8	9	10
OXTR potentiate	-1	-3	2	-5	-5	-17	0	-5	-1	/
M1 PAM parental	1	7	15	15	6	-7	2	0	-15	15
CHO-K1 Ca ag	-0.2	0.1	0.5	2.4	1.0	0.7	0.2	0.4	0.1	0.3
M1 antag	-3	4	-7	5	0	-1	-6	-4	13	-12
TAAR1 ag	0	8	0	13	0	10	12	0	0	0
M1 ag	-2	-3	-1	-2	-5	1	-4	-1	-3	-3
TAAR1 antag	0	11	22	-29	-11	11	-2	-18	-8	-11
CHO-K1 Ca antag	3	-16	3	-2	-11	13	5	-5	13	-9
CHO parental Ca	-6	-12	0	-5	-27	-16	-3	2	-7	/

11: COc1ccccc1CNc1nc(SC)ncc1CO
12: O=C(NNC(=S)NC(=O)c1ccco1)c1ccc(NC(=O)c2ccccc2)cc1
13: O=c1c2ccccc2nc(-c2ccc(Br)cc2)n1Cc1ccccc1
14: Cc1ccc(S(=O)(=O)N(C)C)cc1-n1c(SCC(=O)Nc2ccc(F)c(F)c2F)nc2ccccc2c1=O
15: CCOC(=O)C1=C(C)C(c2ccc(OC)cc2OC)NC(=O)N1 (configuration not stated)
16: CCOc1ccccc1CNC(=O)c1ccc(NC(=O)C2=CSCCO2)cc1
17: Cc1ccc(-c2nn(-c3ccccc3)cc2/C=N/n2c(-c3cccs3)n[nH]c2=S)cc1
18: CCCn1c(SCC(=O)NC(C)C)nc2sc3c(c2c1=O)CCC3
19: CCN(C(=O)CSc1nc2ccccc2n1CCc1ccccc1)C1CCS(=O)(=O)C1 (configuration not stated)
20: COc1ccc(CNC(=O)C(c2ccc(O)cc2)N(Cc2ccco2)C(=O)c2snc(C(N)=O)c2N)cc1 (configuration not stated)

assay / entry	11	12	13	14	15	16	17	18	19	20
OXTR potentiate	2	10	-3	-5	-6	-7	-6	-9	-10	-13
M1 PAM parental	12	15	9	4	7	-3	-1	2	-9	-10
CHO-K1 Ca ag	0.8	-0.8	0.1	-0.1	0.2	3.5	0.5	0.9	0.7	6.6
M1 antag	-17	14	9	-1	-10	-16	4	-8	3	35*
TAAR1 ag	1	0	17	-1	10	5	3	-1	12	19
M1 ag	-3	-5	-9	-3	-4	-1	-1	-3	-4	0
TAAR1 antag	-10	-26	25	-2	-4	11	-4	-7	-3	65*
CHO-K1 Ca antag	-3	-2	-21	6	-2	-10	-5	-6	20	21
CHO parental Ca	-9	-22	-37	-13	-6	-15	-26	-11	-16	-11

For reference, some entries already given:
11: COc1ccccc1CNc1nc(SC)ncc1CO
12: O=C(NNC(=S)NC(=O)c1ccco1)c1ccc(NC(=O)c2ccccc2)cc1
13: O=c1c2ccccc2nc(-c2ccc(Br)cc2)n1Cc1ccccc1
14: Cc1ccc(S(=O)(=O)N(C)C)cc1-n1c(SCC(=O)Nc2ccc(F)c(F)c2F)nc2ccccc2c1=O
15: CCOC(=O)C1=C(C)C(c2ccc(OC)cc2OC)NC(=O)N1 (configuration not stated)

assay / entry	11	12	13	14	15
OXTR potentiate	2	10	-3	-5	-6
M1 PAM parental	12	15	9	4	7
CHO-K1 Ca ag	0.8	-0.8	0.1	-0.1	0.2
M1 antag	-17	14	9	-1	-10
TAAR1 ag	1	0	17	-1	10
M1 ag	-3	-5	-9	-3	-4
TAAR1 antag	-10	-26	25	-2	-4
CHO-K1 Ca antag	-3	-2	-21	6	-2
CHO parental Ca	-9	-22	-37	-13	-6

The listing continues.
21: CCOc1nc(SCCOc2ccc(Cl)cc2Cl)nc(N(C)C)n1
22: Cn1c(C(=O)NCc2cccs2)cc2oc3ccccc3c21
23: CC(=O)NCCCc1nc2ccccc2n1Cc1ccc(C)cc1
24: Cc1onc(-c2ccccc2Cl)c1C(O)c1ccc(F)cc1 (configuration not stated)
25: Cc1ccsc1/C=C/c1ccc2cccc(O)c2n1
26: CCNC(=O)C1(C)CCCN1C(=O)c1ccc(F)c(Cl)c1 (configuration not stated)
27: CC(=O)N(c1ccccc1)c1nc2ccccc2s1
28: CCc1nc2c(OCc3ccc(C(=O)OC)cc3)cccn2c1N(C)C(=O)c1ccc(OC)cc1
29: O=C(COC(=O)c1ccco1)NCCc1ccc(Cl)cc1
30: O=C(Cc1cccs1)NNC(=S)NCc1ccco1

assay / entry	21	22	23	24	25	26	27	28	29	30
OXTR potentiate	-10	-10	-10	0	-3	/	/	/	-5	-15
M1 PAM parental	10	4	8	5	5	5	17	-13	3	-14
CHO-K1 Ca ag	0.5	0.1	0.6	1.1	0.0	0.2	0.5	0.1	0.6	-0.3
M1 antag	-5	-16	-8	-6	-4	-14	-14	21	-2	-5
TAAR1 ag	7	3	7	4	4	1	4	3	1	2
M1 ag	0	0	-1	-7	-6	-3	-8	-9	-4	-6
TAAR1 antag	-19	22	-12	9	9	11	11	-15	-5	3
CHO-K1 Ca antag	-13	-5	5	-18	6	-6	-14	9	-11	3
CHO parental Ca	-22	-15	-14	-7	-7	/	/	/	-2	5

31: Cc1c(C(=O)N2CCOCC2)sc(NC(=O)C(C)C)c1C#N
32: Cc1ccc(S(=O)(=O)NCc2ccco2)cc1C
33: CN(CCOCCOc1ccc2ccccc2c1)Cc1ccccc1
34: CCC(=O)c1ccc(OCC(O)Cn2cnc3ccccc32)cc1 (configuration not stated)
35: CCc1c(C)nc(SCC(=O)CC(=O)OC(C)C)c(C#N)c1C
36: O=C(CSc1ccc(-c2ccccn2)nn1)NCc1ccc(F)cc1
37: Cc1cc(C(C)(C)C)cc(C)c1CCNC(=O)c1ccc[n+]([O-])c1
38: Cc1csc(Nc2ccccc2)[n+]1-c1ccccc1
39: COCc1c(C(=O)OCC(=O)N2c3ccccc3CC2C)oc2ccccc12 (configuration not stated)
40: COc1cccc(-c2sc3ccccc3c2-c2ccc(OCCN(C)C)cc2)c1

assay / entry	31	32	33	34	35	36	37	38	39	40
OXTR potentiate	-14	0	-16	-16	-14	-8	-2	-1	-6	-7
M1 PAM parental	10	11	-2	9	20	20	1	-14	-7	10
CHO-K1 Ca ag	0.8	-0.1	0.7	3.7	1.6	0.8	3.4	-0.2	0.0	6.6
M1 antag	1	-19	4	-28	4	-14	-14	36	9	17
TAAR1 ag	3	1	6	7	2	0	15	1	10	26
M1 ag	-5	-3	-3	-1	-5	-5	-1	-7	-1	-2
TAAR1 antag	-23	-10	-3	14	11	-3	-4	-7	-7	51*
CHO-K1 Ca antag	-10	-21	3	1	-13	-10	-13	12	24*	-1
CHO parental Ca	-20	3	-14	-27	-19	-8	-12	-6	-19	34

41: CCc1ccc(NC(=O)CSc2nc3cc(C(=O)OC)ccc3c(=O)n2CC2CCCO2)cc1 (configuration not stated)
42: COC(=O)c1ccc(C23CC4(C2)[C@H](CN(CC2CCCCC2)[C@@H]4c2ccccc2)C3c2ccc(Cl)nc2)cc1 (some centres not stated)
43: Cc1cccc(NC(=O)CC2C(=O)NCCN2C(=S)Nc2ccccc2)c1 (configuration not stated)
44: Cc1nc2ccccn2c1C(=O)N/N=C/c1ccc2c(c1)OCO2
45: NC(=O)c1ccc(NC(=O)Cc2csc(-c3ccccc3)n2)cc1
46: COc1cccc(CNC(=S)Nc2ccc3c(c2)c(=O)n(C)n3Cc2csc(C)n2)c1
47: CSCC[C@H](NC(=O)NCc1ccccc1F)C(=O)O
48: O=C(O)c1ccc(-c2ccccc2)[nH]1
49: CC1OC2CC(=O)OC2C2=C1C(=O)c1c(O)cccc1C2=O (configuration not stated)
50: CCc1cccc(NS(=O)(=O)c2ccc3c(c2)NC(=O)CC(=O)N3)c1

assay / entry	41	42	43	44	45	46	47	48	49	50
OXTR potentiate	-6	-11	3	-4	-7	/	-6	5	/	-9
M1 PAM parental	-4	10	-2	12	0	9	-1	3	24	-2
CHO-K1 Ca ag	-0.4	-0.7	0.3	0.6	1.1	1.2	-0.3	0.4	4.5	-0.5
M1 antag	4	-2	5	-4	-9	-24	6	-3	50*	-10
TAAR1 ag	2	5	12	7	7	2	0	8	64*	8
M1 ag	-5	2	-1	-2	-1	-4	0	-3	16*	-3
TAAR1 antag	-9	1	6	-2	-10	5	-6	14	58*	-13
CHO-K1 Ca antag	11	-10	-20	-9	-6	-8	4	-10	12	-2
CHO parental Ca	-13	-33	3	-4	-6	/	-16	-7	/	4

51: CC1CCCC(NC(=O)COC(=O)c2ccccc2[N+](=O)[O-])C1C (configuration not stated)
52: CC(=O)NC(c1cccc(F)c1)c1nc(-c2ccccc2C)cs1 (configuration not stated)
53: COC(=O)c1ccc(NC(=O)c2cc(Cl)ccc2OC)cc1
54: Cc1ccc(OCCNC(=O)c2cc(C3CC3)nc3c2cnn3C(C)C)cc1
55: Cc1ccc(CNC(=O)c2ccc(N3CCC4(CC3)CC(c3cccc(Br)c3)=NO4)c(NC(=O)c3ccco3)c2)cc1
56: COC(=O)N/N=C/c1ccccc1

assay / entry	51	52	53	54	55	56
OXTR potentiate	-4	/	-2	-5	-5	-15
M1 PAM parental	-11	11	7	-11	7	22
CHO-K1 Ca ag	0.4	0.6	1.1	0.8	-0.1	2.1
M1 antag	-6	1	2	18	-5	-7
TAAR1 ag	1	4	2	3	11	13
M1 ag	-3	-3	-3	-7	-4	-5
TAAR1 antag	-13	-11	-23	42	3	-9
CHO-K1 Ca antag	0	-8	-9	-5	0	-16
CHO parental Ca	-15	/	-3	-29	-13	-9
